# Screening data as filed in PubChem.
# TRPML3 agonist: agonists of human TRPML3 channel. Q8TDD5. HEK293 TRPML3-YFP, Fluo-8 calcium fluorescence; 100% = the carbachol control signal. activation, % at 3 µM. hit rate 0.29% among 220,000. AID 1448;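 active = activation above its plate's cutoff, the mean activation of the plate's test wells plus 3 SD, cut at about 12% in these data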;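 also: 0% = DMSO only wells and 100% = carbachol wells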
#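 Test system – HEK293 line with stable expression of human TRPML3-YFP channel · Control set – carbachol 87 µM final as high control (100%), DMSO as low control (0%) · Signal – Fluo-8 calcium dye fluorescence, ex 470-495, em 515-575 nm · Incubation – 1-h 37 °C dye load, 5-s basal, 120-s post-compound reads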
# m-calpain inh: calpain II (pig) inhibition; purified calpain II, fluorogenic peptide substrate, 30 min; inhibition, % at 16 µM; AID 1236; hit rate 0.37% among 220,000;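 active = inhibition above about 50%, limit read from the data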
# Thrombin inh: blocks human thrombin protease activity. inhibition, % at 5 µM. hit rate 0.26% among 220,000. alpha-thrombin, Boc-VPR-AMC fluorogenic substrate cleavage. P00734;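 active = inhibition at or above 40%; inactive = inhibition below 40%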;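 also: 0% = enzyme with no compound and 100% = wells without enzyme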
#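 System: human alpha-thrombin protein; Compound dosing: one concentration per compound, 5 µM, with 0.2% DMSO; Timing: reaction at room temperature; Technique: AMC fluorescence, 355/460 nm; Controls: enzyme without compound as high, wells lacking enzyme as low.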
# PPC-1+TRAIL kill: PPC-1 cancer cell killing with TRAIL present; hit rate 0.41% among 220,000; cell killing (% activity), % at 4 µM; PPC-1 cells + TRAIL, ATPLite viability luminescence; AID 1443;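 active = cell killing above 50% in the first pass at 4 µM, then a duplicate retest at 5 µM averaging 50% or more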;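 also: plate controls were cells with TRAIL plus DMSO for no effect and medium-only wells lacking cells for full effect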
# TRPN1 ag: zebrafish TRPN1 (NompC) channel agonism; HEK293 zebrafish TRPN1-YFP, Fluo-8 calcium fluorescence; 100% = response to 87 µM carbachol; activation, % at 3 µM; hit rate 0.18% among 220,000; AID 1424;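 active = activation above its plate's cutoff, the mean activation of test wells on that plate plus 3 SD, cut at about 19% in these data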;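 also: 0% = DMSO alone and 100% = 87 µM carbachol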
#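 Material – zebrafish TRPN1-YFP in HEK293 cells · Doses – 3 µM single point · Schedule – dye 1 h 37 °C plus 30 min RT · Signal – Fluo-8 calcium fluorescence, excitation 470-495 nm, emission 515-575 nm · Read-out – % activation versus carbachol response · Control set – carbachol high, DMSO low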
# Cl transport mod: KCC2 (human) Cl- transport modulation | Q9H2X9 | KCC2 cells, thallium flux FluoZin-2 fluorescence | B-score of Tl+ flux slope (higher = more flux/activation; lower = inhibition) at 10 µM | hit rate 2.2% among 190,000 | AID 1456;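 active = thallium flux slope and its plate-corrected score both differing from the plate sample mean at a set confidence after two filtering rounds, in either direction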;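 also: slope of fluorescence scaled to starting intensity during 10 to 20 s after thallium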
# Target sequence (Q9H2X9 whole entry, looked up): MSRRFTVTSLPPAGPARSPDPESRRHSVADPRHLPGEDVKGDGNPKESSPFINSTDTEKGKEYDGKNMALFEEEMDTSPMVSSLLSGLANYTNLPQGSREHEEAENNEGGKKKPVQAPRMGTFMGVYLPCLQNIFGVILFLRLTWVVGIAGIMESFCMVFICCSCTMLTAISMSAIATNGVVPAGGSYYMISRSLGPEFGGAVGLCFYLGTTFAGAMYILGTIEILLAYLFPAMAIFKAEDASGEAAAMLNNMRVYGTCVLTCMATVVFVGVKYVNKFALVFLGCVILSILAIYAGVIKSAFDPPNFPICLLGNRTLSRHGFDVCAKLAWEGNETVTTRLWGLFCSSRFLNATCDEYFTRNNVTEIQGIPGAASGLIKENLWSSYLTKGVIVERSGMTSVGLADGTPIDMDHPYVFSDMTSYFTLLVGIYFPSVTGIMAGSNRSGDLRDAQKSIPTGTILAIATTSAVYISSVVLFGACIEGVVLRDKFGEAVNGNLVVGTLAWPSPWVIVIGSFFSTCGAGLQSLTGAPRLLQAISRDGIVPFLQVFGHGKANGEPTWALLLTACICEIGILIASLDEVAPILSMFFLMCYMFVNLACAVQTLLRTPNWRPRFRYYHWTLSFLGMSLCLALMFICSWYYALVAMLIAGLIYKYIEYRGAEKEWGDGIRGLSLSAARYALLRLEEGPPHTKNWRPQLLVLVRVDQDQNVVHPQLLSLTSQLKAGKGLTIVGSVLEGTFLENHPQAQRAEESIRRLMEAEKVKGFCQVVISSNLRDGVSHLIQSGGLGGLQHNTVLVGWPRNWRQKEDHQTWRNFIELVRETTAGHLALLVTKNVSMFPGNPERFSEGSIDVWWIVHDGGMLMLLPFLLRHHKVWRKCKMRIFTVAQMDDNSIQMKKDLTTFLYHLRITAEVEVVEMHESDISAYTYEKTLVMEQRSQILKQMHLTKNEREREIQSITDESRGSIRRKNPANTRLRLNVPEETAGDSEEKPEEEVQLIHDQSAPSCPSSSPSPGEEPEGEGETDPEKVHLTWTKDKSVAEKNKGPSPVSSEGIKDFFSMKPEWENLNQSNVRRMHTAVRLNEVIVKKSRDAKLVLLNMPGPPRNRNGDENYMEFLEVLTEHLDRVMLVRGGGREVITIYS
# Furin inh: inhibitors of human furin | P09958 | purified furin, fluorogenic substrate cleavage | inhibition, % at 30 µM | hit rate 0.061% among 220,000 | AID 463115; in the data active = inhibition above about 25%; also: inactives centre near -15
# EBV gp42 block: blocks Epstein-Barr virus glycoprotein 42 binding; Fluorescence polarization binding assay, mP read-out; inhibition, % (tested at 21.74 µM); hit rate 0.42% among 220,000; AID 1085; Q1HVG2; in the data active = inhibition above about 50%
# TbHK1 inh: T. brucei hexokinase 1 inhibition; hit rate 0.11% among 220,000; recombinant TbHK1, G6PDH-coupled NADH A340; AID 1430; inhibition, % at 10 µM;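 active = inhibition of 50% or more in the single-dose primary screen; inactive = inhibition below 50%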
# Starred values were filed as active, the others as inactive; · = not tested or not shown; [ ] = another dose, or the depositor's remark.
SMILES,TRPML3 agonist,m-calpain inh,Thrombin inh,PPC-1+TRAIL kill,TRPN1 ag,Cl transport mod,Furin inh,EBV gp42 block,TbHK1 inh
Fc1ccc(-c2cc(C(F)(F)F)nc(-n3cc(Cl)cn3)n2)cc1,0.8,-26,-23,24,-0.7,0.31,-30,-16,3
Cc1ccc2c(c1)c1ncn(Cc3ccc(F)cc3)c(=O)c1n2C,-0.2,-36,-6,1,-1.1,-2.1,-1,-12,-16
CC(=O)NN1C(=O)c2ccccc2NC1c1ccco1 (stereo not drawn),1.0,-441,0,·,0.2,0.37,-44,3,-2
Cc1c(Cl)cccc1NC(=O)CCN1CCCCC1,0.5,9,11,18,0.1,0.013,-25[20 µM],-6,4
CCCCc1ccc(NC(=O)C2CCN(S(C)(=O)=O)CC2)cc1,0.3,-10,-5,20,-1.0,0.77,-7[20 µM],7,-4
CCC(=O)Nc1cccc(C2=NOC3(C2)C[C@H](C(N)=O)N(C(=O)Cc2ccc([N+](=O)[O-])cc2)C3)c1 (stereo partly drawn),·,-21,1,20,·,1.2,-30,-28,-14
CC(C)C(=O)Nc1nnc(COc2ccc(Cl)cc2)s1,-0.6,13,3,10,2.1,-0.53,0,2,-1
COc1ccc(NC(=O)C2(c3ccccc3)CCCC2)cc1,3.3,10,-4,7,-2.5,-0.033,-6,-11,-1
CCc1ccc(N2C(=O)/C(=C/c3cccs3)N(CC(=O)OC)C2=S)cc1,-0.6,-13,-8,10,0.8,1.6,-13[20 µM],-3,-10
COC(=O)C(C)Sc1ccc2nnc(-c3ccc(F)cc3)n2n1 (stereo not drawn),-0.2,-325,-2,8,0.4,-2.5,-20,-17,-2
Cc1ccc(CNC(=O)CNC(=O)c2c(C)nn(C)c2Cl)cc1,-1.8,1,1,24,0.6,0.38,-23,-12,-3
CC1=NC(C)(C)Cc2c(C)cccc21,0.7,-15,-1,14,1.6,0.054,-35,-6,-7
O=C(O)c1ccc(CNC(=O)c2ccccc2NC(=O)c2ccc([N+](=O)[O-])cc2)cc1,1.6,17,-9,17,-0.3,0.0018,-11,-3,6
Cc1cc(C(F)(F)F)nn1CC(=O)N1CCOCC1,0.2,-19,5,13,0.1,1.3,-14[20 µM],-15,26
CCc1nc2ccccc2nc1N1CCN(S(=O)(=O)c2c(C)cc(Cl)cc2C)CC1,-0.3,6,-8,4,0.1,0.4,-5,-5,-3
COc1ccc(OC)c2[nH]c(=O)c(CCNC(=O)c3cc4ccccc4o3)cc12,-0.1,-31,-2,24,0.2,-0.31,-20,1,-2
Cc1cc(NCCCn2ccnc2)n2nc(C)c(-c3ccc(Cl)cc3)c2n1,-0.1,-65,-2,-20,-2.0,1.4,-13[20 µM],11,-8
COc1ccc(N(CC(=O)NCc2cccs2)S(=O)(=O)c2c(C)nn(C)c2C)cc1,0.6,2,-7,21,0.0,0.99,-12,-2,-1
CC(=O)CSc1nnc(Cc2ccc3c(c2)OCO3)o1,1.1,-18,3,29,0.1,0.017,12[20 µM],-23,-2
O=C(CN1CCCc2ccccc21)NC(=O)NCc1ccccc1,0.2,2,-7,-6,1.5,-0.49,-17,0,-4
O=c1[nH]n(Cc2ccccc2)c(=O)c2ccccc12,-0.6,33,5,-4,-1.6,-0.029,-13[20 µM],-15,0
CC(=O)N1CCc2c(sc3c2c(=O)n(-c2ccccc2)c(=O)n3Cc2ccccc2Cl)C1,-0.1,-2,1,8,1.8,-0.46,-6,-9,25
CCn1c(SCC(=O)c2ccc3ccccc3c2)nnc1-c1cccs1,-0.2,-15,1,13,-1.2,-5.1*,-11[20 µM],-4,-3
Clc1nnc(NN=C2CCCC2)c2ccccc12,1.1,-8,0,8,-0.8,1.1,-13,6,-8
Cc1ccccc1C(=O)N/N=C/c1ccsc1C,0.3,-4,-8,42,0.5,0.42,-6,-22,-23

# The results go on.
SMILES,TRPML3 agonist,m-calpain inh,Thrombin inh,PPC-1+TRAIL kill,TRPN1 ag,Cl transport mod,Furin inh,EBV gp42 block,TbHK1 inh
CN1C(=O)c2ccccc2Sc2ccc(NC(=O)NC3CC3)cc21,0.8,-9,1,2,1.1,-0.081,-11,1,-4
CCCCCn1c(CNC(=O)COC)nc2ccccc21,0.1,20,21,5,-0.6,-0.85,-15,-11,-5
NC(=O)c1ccc(NC(=O)COC(=O)C(Cc2ccccc2)NC(=O)c2ccccc2)cc1 (stereo not drawn),0.6,8,-3,8,3.3,0.39,-17,-12,2
Cc1ccc(CSc2nnc(CNc3ccc(F)cc3)o2)cc1,-2.0,4,-2,-2,-2.7,-1.5,-28,-18,2
COc1cc(O)cc2cc3c(c(O)c12)C(=O)CC(C)(O)O3 (stereo not drawn),·,-36,1,7,·,0.26,-24,33,-18
c1ccc(CN(Cc2ccco2)C(c2ccncc2)c2nnnn2C2CCCC2)cc1 (stereo not drawn),-1.2,-13,-4,10,-1.1,-1.6,-20,-8,-2
CCOC(=O)C1(CCOc2ccccc2)CCN(C(=O)c2cncs2)CC1,0.1,7,0,-4,1.7,0.06,-17,-15,-5
O=C(Nc1nc(-c2ccc(-c3ccccc3)cc2)cs1)C1CCCO1 (stereo not drawn),0.6,-82,1,14,2.3,0.47,1[20 µM],-26,-17
CN(C)C(=O)COC(=O)[C@H](Cc1ccccc1)NC(=O)c1ccco1,1.2,4,-5,1,-1.1,0.96,-19[20 µM],-4,2
COc1cc2c(cc1OC)-c1nnc(-c3cccs3)n1C1(CCCC1)C2,0.6,-44,3,28,-0.1,-0.33,-10[20 µM],-15,-1
CCOc1ccc(C(=O)Nc2c3c(nn2-c2cccc(C)c2C)CS(=O)C3)cc1 (stereo not drawn),1.0,-1,0,7,0.6,-0.032,-36,-3,-7
COC(=O)C1CCN(C(=O)CCCOc2ccccc2)CC1,0.6,17,-5,6,0.0,-0.2,-16[20 µM],-11,-2
COc1ccc(O)c(C(=O)c2cnn(-c3ccccn3)c2)c1,0.8,-7,-12,-1,-1.0,-0.28,-8,-1,-3
O=C(c1ccncc1)N1CCN(C(=O)c2cccs2)CC1,0.6,6,2,9,1.6,·,-16[20 µM],-13,5
CCCCCCCCCCOC(=O)NC1CCS(=O)(=O)C1 (stereo not drawn),0.8,16,-9,9,-1.4,-0.045,-5,0,-4
Cc1cccnc1NCC(O)COc1ccccc1 (stereo not drawn),0.2,-14,-4,32,-0.3,·,-21[20 µM],2,-2
COc1ccccc1C(=O)NNC(=S)NC(=O)c1sc2ccccc2c1Cl,1.5,-60,-6,4,0.9,20*,-9,-1,-19
CCOc1cc(N2CCOCC2)c(OCC)cc1NC(=O)c1ccc2ccccc2n1,0.5,-3,0,8,0.8,0.37,-12,17,-11
CCOC(=O)C1CCCN(C(=O)COc2ccc(N(C)S(=O)(=O)c3ccc(C)cc3)cc2)C1 (stereo not drawn),1.8,-5,-12,-2,0.5,-0.093,-11,0,-4
CCn1cc(C(C)NC(=O)Nc2ccccc2C(=O)OC)c(C)n1 (stereo not drawn),-0.1,-50,-4,9,-0.6,0.015,-16,-3,2
Cc1cnccc1CN(C)C(=O)CC1C(=O)NCCN1CC1CCCCC1 (stereo not drawn),0.4,-31,-4,·,0.5,0.88,-38,-10,-10
O=[N+]([O-])c1ccc(-n2cnc3ccccc32)c([N+](=O)[O-])c1,0.4,23,0,10,-1.0,0.78,-21,-22,-9
Cc1ccc(NC2=Nc3ccccc3CS2)cc1,0.1,16,10,46,-0.1,-0.2,-12,-2,-3
O=C(NCc1cccs1)c1cccnc1C(=O)O,0.2,-8,-4,-4,-0.4,·,-12,-11,1
O=C(Cn1nc(C(=O)O)c2ccccc2c1=O)c1c[nH]c2ccccc12,0.4,8,-4,1,2.1,·,-16,-18,-10

# Copied from the listing for reference:
SMILES,TRPML3 agonist,m-calpain inh,Thrombin inh,PPC-1+TRAIL kill,TRPN1 ag,Cl transport mod,Furin inh,EBV gp42 block,TbHK1 inh
CN1C(=O)c2ccccc2Sc2ccc(NC(=O)NC3CC3)cc21,0.8,-9,1,2,1.1,-0.081,-11,1,-4
CCCCCn1c(CNC(=O)COC)nc2ccccc21,0.1,20,21,5,-0.6,-0.85,-15,-11,-5
NC(=O)c1ccc(NC(=O)COC(=O)C(Cc2ccccc2)NC(=O)c2ccccc2)cc1 (stereo not drawn),0.6,8,-3,8,3.3,0.39,-17,-12,2
Cc1ccc(CSc2nnc(CNc3ccc(F)cc3)o2)cc1,-2.0,4,-2,-2,-2.7,-1.5,-28,-18,2

# Sorted by value in EBV gp42 block (highest first): three from the list above
Structure	EBV gp42 block
CCOc1cc(N2CCOCC2)c(OCC)cc1NC(=O)c1ccc2ccccc2n1	17
O=C(NCc1cccs1)c1cccnc1C(=O)O	-11
CCOC(=O)C1(CCOc2ccccc2)CCN(C(=O)c2cncs2)CC1	-15

# Other compounds
SMILES,TRPML3 agonist,m-calpain inh,Thrombin inh,PPC-1+TRAIL kill,TRPN1 ag,Cl transport mod,Furin inh,EBV gp42 block,TbHK1 inh
CC(C)(C)NC(=O)C(c1ccccn1)N(C(=O)C1CSC(=O)C1)c1ccccc1F (stereo not drawn),0.3,-11,-7,18,-0.3,0.071,-13,-10,-5
CC(=O)n1cc(C(C[N+](=O)[O-])SCCN)c2ccccc21 (stereo not drawn),1.9,-21,6,16,0.3,0.48,-4[20 µM],-21,-11
Cc1ccc(SCc2c(C(=O)N/N=C/C3CC=CCC3)nnn2-c2nonc2N)cc1 (stereo not drawn),0.9,11,-1,-52,2.5,-0.37,1,-8,-2
CCn1c(SCC(=O)Nc2ccc(OC)cc2)nnc1-c1ccco1,0.0,7,-2,28,3.3,0.71,-4[20 µM],-25,4
Cc1csc(NC(=O)CCN2C(=O)c3ccccc3S2(=O)=O)n1,0.5,-1,-5,19,0.9,-1.5,-19[20 µM],6,-1
CC(C)CC(COCc1cccc(C(F)(F)F)c1)N1CCN(C(=O)c2cccc(C(F)(F)F)c2)CCC1=O (stereo not drawn),-0.5,-17,3,-4,-0.7,0.046,-6,5,7
COc1ccc(C=NCC2OCCc3ccccc32)cc1OC (stereo not drawn),0.7,-15,-3,7,-1.5,-0.09,-27,-16,0
COc1ccc(C)cc1N(CC(=O)N1CCc2ccccc2C1)S(C)(=O)=O,1.1,-6,-9,12,-0.5,-1.6,-24,-12,-4
CCCCNC(=O)CC1N=C2c3ccccc3N=C(SCC(=O)Nc3cccc(C)c3)N2C1=O (stereo not drawn),-0.8,-85,-1,22,-0.8,·,0[20 µM],-25,-4
COc1ccc(Nc2ncc(C(=O)N3CCN(c4ccccc4OC)CC3)c3ccccc23)cc1,-0.3,-90,8,23,0.1,0.024,-17[20 µM],-3,-22
CCN(C(=O)CSc1nc2ccc([N+](=O)[O-])cc2s1)C1CCS(=O)(=O)C1 (stereo not drawn),0.7,4,-9,8,-0.2,0.43,-13,-11,-23
CN(C)C(=O)C(NC(=O)c1ccccc1)=C(Cl)Cl,1.0,-32,-7,30,-0.9,2,-17,-8,-2
CS(=O)(=O)N(CC(=O)N1CCc2ccccc2C1)c1ccc2c(c1)OCO2,0.9,12,-1,18,0.4,·,-21[20 µM],-20,-4
CC(=O)N1N=C(c2ccccc2)CC1c1cn(C)c2ccccc12 (stereo not drawn),-0.4,-3,-5,14,-1.7,-1.2,-12,8,-6
